MPTP inh: permeability transition pore inhibition; isolated mouse mitochondria, Ca2+ swelling absorbance, 30 min; inhibition, % at 10 µM; 360,000 tested, 1.4% active; AID 602449;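 active = inhibition of 50% or more, scaled per plate between neutral and stimulator controls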;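 note: 0% = DMSO wells given calcium and 100% = 1 mM EGTA wells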
NR3A LBD binder: NR3A (human) ligand-binding domain modulation; Tm shift relative to glycine control, % at 25 µM; 340,000 tested, 2.5% active; NR3A LBD differential scanning fluorimetry, Tm shift; 0% = protein alone, 100% = glycine-bound protein;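 active = melting temperature shift of at least 10% of the positive control shift, at one fixed dose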
hIAP inh: blocks human intestinal alkaline phosphatase. purified IAP, CDP-Star luminescence, 30 min. inhibition, % at 10 µM. 330,000 tested, 0.12% active;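 active = inhibition reaching a set limit with compound at 10 µM in the primary screen, cut at about 35% in these data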;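 note: plate controls were DMSO wells with enzyme for no effect and no-enzyme buffer wells for full effect; values of inactives mirror those of a sister screen read the other way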
Target sequence (P09923 whole entry, looked up): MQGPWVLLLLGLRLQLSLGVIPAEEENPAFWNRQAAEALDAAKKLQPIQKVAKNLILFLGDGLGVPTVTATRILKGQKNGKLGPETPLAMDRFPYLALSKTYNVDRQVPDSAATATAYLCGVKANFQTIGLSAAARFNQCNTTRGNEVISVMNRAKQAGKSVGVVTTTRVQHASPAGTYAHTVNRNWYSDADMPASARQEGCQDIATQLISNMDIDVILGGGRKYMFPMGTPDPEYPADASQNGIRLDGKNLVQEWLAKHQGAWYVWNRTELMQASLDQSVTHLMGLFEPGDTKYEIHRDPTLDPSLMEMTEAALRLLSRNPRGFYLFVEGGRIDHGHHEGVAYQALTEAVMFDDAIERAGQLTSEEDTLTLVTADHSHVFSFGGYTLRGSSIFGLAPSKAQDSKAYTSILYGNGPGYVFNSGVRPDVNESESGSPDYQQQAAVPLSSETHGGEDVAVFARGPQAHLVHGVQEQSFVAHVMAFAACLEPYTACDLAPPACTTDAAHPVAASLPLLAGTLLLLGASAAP
mIAP activ: mouse IAP activation; activation factor at 10 µM; muIAP, CDP-Star luminescence, 30 min; active compounds read high; 1 = vehicle-only enzyme signal, 0 = enzyme-free wells; 330,000 tested, 0.24% active;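 active = activation factor of at least 2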; note: the source names both 10 and 20 µM as test concentration; values of inactives mirror those of a sister screen read the other way
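System: Mouse IAP enzyme | Also added: CDP-Star substrate | Dosing: Compounds dispensed in DMSO | Schedule: 30 min enzyme-substrate-compound incubation at room temperature | Technique: Chemiluminescence readout | Control set: DMSO-only wells and no-enzyme negative control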
hIAP activ: increases human intestinal alkaline phosphatase activity; activation factor at 10 µM; 330,000 tested, 0.16% active; purified human IAP, CDP-Star luminescence, 30 min; active compounds read high; 1 = vehicle-only enzyme, 0 = enzyme-free background; AID 2524;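 active = activation factor of the enzyme at least 2-fold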; note: the source names both 10 and 20 µM as test concentration; values of inactives mirror those of a sister screen read the other way
APOBEC3G inh: APOBEC3G (human) deaminase inhibition. Q9HC16. recombinant A3G, ssDNA deamination FAM/TAMRA fluorescence. inhibition, % at 20 µM. 330,000 tested, 0.28% active. AID 493012;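 active = inhibition of at least 40% at 20 µM, with no more than 30% in the related APOBEC3A deaminase screen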;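 note: plate controls were DMSO wells with A3G for no effect and wells lacking A3G enzyme for full effect; some compounds called inactive have numbers as strong as hits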
Target sequence (Q9HC16 whole entry, looked up): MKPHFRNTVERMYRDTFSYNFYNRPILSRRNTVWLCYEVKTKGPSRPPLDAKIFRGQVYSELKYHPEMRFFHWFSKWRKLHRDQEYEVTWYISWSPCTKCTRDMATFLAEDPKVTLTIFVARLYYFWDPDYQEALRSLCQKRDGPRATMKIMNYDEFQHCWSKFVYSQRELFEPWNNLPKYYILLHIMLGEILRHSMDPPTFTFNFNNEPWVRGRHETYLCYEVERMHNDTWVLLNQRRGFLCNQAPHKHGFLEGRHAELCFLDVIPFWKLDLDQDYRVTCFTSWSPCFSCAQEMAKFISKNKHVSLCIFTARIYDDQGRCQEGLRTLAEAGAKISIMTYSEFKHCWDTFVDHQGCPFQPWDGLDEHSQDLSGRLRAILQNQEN
MIN6 prolif: inducers of beta-cell replication in MIN6 cells; proliferation, % at 10 µM; AID 2380; 330,000 tested, 0.29% active; MIN6 cells proliferation, ATPlite luminescence, 48 h; cells starved in 0.2% serum; 100% = growth in 10% serum;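 active = compounds whose signal lies at least 3.5 SD above the mean of all wells on their plate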;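 note: 0% = DMSO-treated cells in low-serum medium and 100% = 10% serum control; some compounds called inactive have numbers as strong as hits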
A3A deaminase: blocks human APOBEC3A ssDNA deamination. P31941. recombinant A3A, FAM/TAMRA ssDNA deamination fluorescence. inhibition, % at 20 µM. 330,000 tested, 0.41% active. AID 493011;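 active = at least 40% inhibition at 20 µM here, with at most 30% in a related deaminase screen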;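 note: plate controls were A3A with DMSO for no effect and wells lacking A3A enzyme for full effect; some results filed as inactive read as strong as hits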
Target sequence (P31941 whole entry, looked up): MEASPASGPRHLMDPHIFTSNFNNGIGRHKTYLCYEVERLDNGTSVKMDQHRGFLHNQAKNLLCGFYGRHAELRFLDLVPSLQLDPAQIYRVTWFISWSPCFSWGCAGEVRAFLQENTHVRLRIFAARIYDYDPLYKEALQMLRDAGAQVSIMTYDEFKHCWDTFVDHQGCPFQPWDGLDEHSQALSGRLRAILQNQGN
mIAP block: mouse IAP inhibition; 330,000 tested, 0.2% active; purified mouse IAP, CDP-Star luminescence, 30 min; inhibition, % at 10 µM;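 active = inhibition of at least 40% at 10 µM in the primary screen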;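 note: plate controls were DMSO with enzyme for no effect and no enzyme wells for full effect; values of inactives mirror those of a sister screen read the other way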
An asterisk follows results filed as active; nt = no result given.

molecule,hIAP activ,mIAP block,mIAP activ,hIAP inh,NR3A LBD binder,MIN6 prolif,APOBEC3G inh,MPTP inh,A3A deaminase
Cc1csc(NC(=O)CSc2ccc3nnc(-c4ccncc4)n3n2)n1,1.2,7,0.93,-16,0,-2,-8,-0.5,-3
COc1nc(C)nc(C)c1Oc1ccc(Cl)cc1Cl,0.91,0,1,10,0,1,8,2.4,9
CCOC(=O)Cn1c(=NC(=O)CSC(C)=O)sc2ccccc21,0.95,23,0.77,5,0,-5,-2,1.4,-2
COC(=O)Nc1ccc(S(=O)(=O)N2CCCc3cccc(O)c32)cc1,0.84,-4,1,16,-3,-2,-6,0.0,0
Cn1c(CSCc2ccc(Cl)c(Cl)c2)n[nH]c1=S,1.1,2,0.98,-11,3,0,3,0.1,-6
COC(=O)c1c(C)cc(C)c2c1CC(C)(C)C2=O,0.95,-9,1.1,4,0,-1,16,1.7,7
C(=C\c1ccccc1)/CN1CCN(Cc2nc(Cc3ccccc3)no2)CC1,1,-1,1,-1,3,-4,-6,0.5,2
O=C(Nc1ccccc1)C(=O)Nc1cccnc1,0.83,-4,1,17,4,-2,3,0.2,0
O=C(Nc1cccnc1)c1ccc(-c2cc(Cl)ccc2Cl)o1,0.91,5,0.95,9,-13,-1,0,-1.3,2
Cc1nn(-c2ccccc2)c(Oc2ccccc2)c1C=O,0.91,-1,1,9,-1,-1,-8,1.6,0
O=C(CN(C(=O)CNS(=O)(=O)c1ccccc1)c1ccc2c(c1)OCCO2)NC1CCCCC1,0.98,0,0.99,2,-1,-1,-7,-1.6,-5
COc1ccc(CCN(Cc2ccc(C(C)C)cc2)S(=O)(=O)c2ccc(S(=O)(=O)N(C)C)cc2)cc1OC,1,2,0.98,0,-5,-1,-3,3.0,-2

The results go on:
molecule,hIAP activ,mIAP block,mIAP activ,hIAP inh,NR3A LBD binder,MIN6 prolif,APOBEC3G inh,MPTP inh,A3A deaminase
C=CCN1C(=O)c2ccc(C(=O)N(C)CC(=O)Nc3ccccc3C(F)(F)F)cc2C1=O,1.2,7,0.93,-20,0,-1,-4,-0.8,0
Cc1nn(CCC(=O)NCCc2ccccc2Cl)c(=O)c2nn(-c3ccccc3)c(C)c12,0.95,-1,1,5,1,-1,-2,1.3,-1
CN1CCC(NC(=O)c2ccncc2)CC1,0.92,1,0.99,8,0,1,-2,-1.4,-1
Cc1cccc(Cl)c1OCCCn1ccnc1,1.1,3,0.97,-6,0,1,-9,-0.7,-5
CCCc1nnc(SCC(=O)N2C(C)CCCC2C)n1CC1CCCO1 (stereo unspecified),1.1,-3,1,-9,-3,0,1,-1.9,4
Nn1c(N2CCCCC2)nc2ccccc21,0.89,-2,1,11,-2,-3,-6,1.6,-2
CCNC(=S)N1CCN(c2nc(CC)nc3sc4c(c23)CCCC4)CC1,1.1,-18,1.2,-11,-12,-6,-4,0.4,-2
CCOCCCn1c(=S)[nH]c2cc(C(=O)NCCc3ccccc3)ccc2c1=O,1.2,11,0.89,-23,0,1,-7,1.9,-6
COc1ccc(S(=O)(=O)N2CCN(Cc3cc(OC)c(O)c(OC)c3)CC2)cc1,0.9,-1,1,10,1,-1,-5,0.1,1
O=C(NCC(c1ccco1)N1CCCCC1)c1ccc(COc2ccccc2)cc1 (stereo unspecified),0.97,6,0.94,2,0,-4,-10,1.1,-3
C=CCn1c(-c2ccc(OC)cc2)nc2nc3ccccc3nc21,1.1,5,0.95,-6,3,0,-5,1.5,-5
Cc1cc(F)ccc1S(=O)(=O)N1CCCOC1CNC(=O)C(=O)NCc1ccccn1 (stereo unspecified),1.2,7,0.93,-20,2,-2,-7,0.1,0

Fetched by structure from the list above:
molecule,hIAP activ,mIAP block,mIAP activ,hIAP inh,NR3A LBD binder,MIN6 prolif,APOBEC3G inh,MPTP inh,A3A deaminase
Cc1cc(F)ccc1S(=O)(=O)N1CCCOC1CNC(=O)C(=O)NCc1ccccn1 (stereo unspecified),1.2,7,0.93,-20,2,-2,-7,0.1,0
COc1ccc(S(=O)(=O)N2CCN(Cc3cc(OC)c(O)c(OC)c3)CC2)cc1,0.9,-1,1,10,1,-1,-5,0.1,1
Nn1c(N2CCCCC2)nc2ccccc21,0.89,-2,1,11,-2,-3,-6,1.6,-2

Molecules above that have an NH in an aromatic ring (2):
molecule,hIAP activ,mIAP block,mIAP activ,hIAP inh,NR3A LBD binder,MIN6 prolif,APOBEC3G inh,MPTP inh,A3A deaminase
Cn1c(CSCc2ccc(Cl)c(Cl)c2)n[nH]c1=S,1.1,2,0.98,-11,3,0,3,0.1,-6
CCOCCCn1c(=S)[nH]c2cc(C(=O)NCCc3ccccc3)ccc2c1=O,1.2,11,0.89,-23,0,1,-7,1.9,-6

Following part.
molecule,hIAP activ,mIAP block,mIAP activ,hIAP inh,NR3A LBD binder,MIN6 prolif,APOBEC3G inh,MPTP inh,A3A deaminase
CCOC(=O)CSc1nnc(CNC(=O)c2ccc(OC)cc2)n1-c1ccc(OC)cc1,0.99,7,0.93,1,-1,-2,-3,-1.1,-2
CCN(CC)S(=O)(=O)c1ccc2nnn(OCC(=O)Nc3cccc(C#N)c3)c2c1,0.94,3,0.97,6,-12,-2,-3,35,-1
CCOC(=O)C1CN(S(=O)(=O)c2cccs2)c2ccc(CC(=O)OC)cc2O1 (stereo unspecified),0.91,10,0.9,9,2,3,-9,-1.8,-3
CCCCCN1C2=NCCN2c2ccccc21,1,0,1,-3,1,0,-4,1.0,-3
Cc1cccn2c(=O)c3cc(C#N)c(=NC(=O)c4cccs4)n(CCCOC(C)C)c3nc12,0.92,-4,1,8,-3,-2,0,6.4,-3
O=C(CNS(=O)(=O)c1ccc(C(=O)N2CCCCC2)cc1)N1CCCCC1,1.1,2,0.98,-6,0,-2,-5,1.9,-3
CCOC(=O)N1CCN(C(=O)c2ccccc2SCC(=O)NCC2CCCCC2)CC1,1.1,0,1,-5,1,-1,-3,-1.0,2
CCOC(=O)C(C)Oc1ccsc1C(=O)OC (stereo unspecified),0.83,7,0.93,17,0,-2,-2,nt,1
Cn1nc(C(F)(F)F)c2cc(NC(=O)OCc3ccc(C(C)(C)C)cc3)sc21,1.2,-34,1.3,-21,-1,-3,3,11,5
O=C(CCc1ccccc1)N=C1SC2CS(=O)(=O)CC2N1Cc1ccc(F)cc1 (stereo unspecified),0.92,1,0.99,8,1,-3,1,0.5,1
CCN(CC)S(=O)(=O)c1ccc(C(=O)NN(C)C2=NS(=O)(=O)c3ccccc32)cc1,0.98,-6,1.1,2,-3,-2,-2,-0.7,-3
O=C1CSC(=Nc2cccc(C(=O)O)c2)N1,0.94,-6,1.1,6,0,0,3,0.2,-9

Further records follow:
molecule,hIAP activ,mIAP block,mIAP activ,hIAP inh,NR3A LBD binder,MIN6 prolif,APOBEC3G inh,MPTP inh,A3A deaminase
CC(=O)c1cccc(Nc2c([N+](=O)[O-])c(=O)oc3ccccc23)c1,0.9,10,0.9,10,-1,1,-3,5.6,-2
CCN(CC(=O)Nc1ccccc1C(F)(F)F)C(=O)c1ccccc1SCC(=O)N1CCCC1,0.96,-2,1,4,2,2,-9,0.5,-2
Cc1cc(Cl)ccc1OCCCC(=O)NN,0.96,-1,1,4,1,-1,10,-3.0,2
CCOc1cc(NC(=S)Nc2ccccc2)c(OCC)cc1NC(=O)c1ccc(OC)cc1,0.98,8,0.92,2,-6,-6,-4,-2.0,1
O=C(c1ccccc1)N1CCN=C1c1ccccc1,0.94,-5,1.1,6,8,-1,-4,3.6,-4
CC(C)CCN(C)C1CCN(S(=O)(=O)c2cccc(C(F)(F)F)c2)CC1,1,0,1,-1,3,0,-9,2.4,-7
O=C(Nc1nnc(-c2cccs2)s1)C1CC1,1.1,11,0.89,-10,0,0,-8,1.4,2
Cc1cccc(N/C(N)=N/c2nc(C(F)(F)F)cc(=O)[nH]2)c1C,1,-16,1.2,-2,0,0,-5,3.3,-1
CCC(=O)N(CCc1ccccc1)Cc1cc2ccc(OC)cc2[nH]c1=O,1,-3,1,-4,4,3,-6,0.0,3
COc1ccc(C(=O)NNC(=S)NC(=O)c2cc(-c3ccccc3)nc3ccccc23)cc1,1,9,0.91,-2,14*,-3,-2,34,0
O=C(c1cc(-c2ccccc2)nc2ccccc12)N1CCCC1,0.91,4,0.96,9,-1,2,-2,0.7,-1
COc1ccc(C(CC(=O)Nc2cc(OC)cc(OC)c2)n2cccc2)cc1 (stereo unspecified),1.2,-122,2.2*,-20,-9,0,-6,6.0,3

Next part
molecule,hIAP activ,mIAP block,mIAP activ,hIAP inh,NR3A LBD binder,MIN6 prolif,APOBEC3G inh,MPTP inh,A3A deaminase
O=C(C1CCN(S(=O)(=O)c2ccc(-n3cnnn3)cc2)CC1)N1CCN(c2ccccc2)CC1,1,1,0.99,-3,1,-2,1,-5.3,1
CC1CC(C)CN(C(=O)CCn2c(=O)oc3ccccc32)C1 (stereo unspecified),1.1,-1,1,-14,-1,0,-3,0.9,-3
Cc1cc(C)n(-c2cccc(CN(C)Cc3nc(-c4cnccn4)no3)c2)n1,1,2,0.98,-1,0,-1,-9,-0.7,0
C=CCn1c(N2CCCC2)nc2c1c(=O)[nH]c(=O)n2C,0.95,-4,1,5,-1,-3,-6,-1.0,-4
CCC1CCCCN1C(=S)NC(=O)c1cc(Br)ccc1Cl (stereo unspecified),0.99,-3,1,1,0,-3,-8,-1.0,-5
CCN(CC(=O)Nc1ccc(NC(C)=O)cc1)C(=O)CCCc1c[nH]c2ccccc12,0.96,-5,1.1,4,0,-1,-5,0.6,0
Cc1nc2c(C(=O)N3CCOCC3)cnn2c(C)c1Cc1ccc(Cl)cc1,0.87,-8,1.1,13,0,-1,-7,-0.9,-1
COC(=O)c1c(NC(=O)c2cccnc2)sc(C)c1C,1.1,-3,1,-10,-3,-2,-5,-0.8,-4
Cc1cc(NC(=O)Nc2cc(Cl)ccc2C)no1,0.96,-26,1.3,4,-14,6,6,-0.3,4
COc1ccc(Cl)cc1S(=O)(=O)N1CCCc2ccccc21,1.1,11,0.89,-10,2,-3,-4,-0.8,-8
Cc1cccnc1NC(=O)c1ccc2nc(N)sc2c1,1.2,0,1,-20,-2,-3,-4,-3.6,-14
CCN1CCCC1Cn1cnc2c([nH]c3cc(OC)ccc32)c1=O (stereo unspecified),0.95,-7,1.1,5,1,-4,-1,3.3,1

Next section:
molecule,hIAP activ,mIAP block,mIAP activ,hIAP inh,NR3A LBD binder,MIN6 prolif,APOBEC3G inh,MPTP inh,A3A deaminase
O=C(O)CNS(=O)(=O)c1ccc2c3c(cccc13)C(=O)N2,1.1,48*,0.52,-10,-1,1,2,0.0,5
CC1CN=C(c2cccn2Cc2ccc(F)cc2Cl)O1 (stereo unspecified),1.1,-11,1.1,-9,12*,-1,-3,1.0,-4
Cc1nnc2c3ccccc3c(Cl)nn12,1.1,5,0.95,-10,-1,-4,2,0.3,1
CN(CC(=O)Nc1ccccc1Cl)C(=O)CCNC(=O)Nc1ccccc1,0.96,4,0.96,4,-1,2,6,-1.5,2
CCOC(=O)CN(C(=O)CSc1nnc(COc2ccc(OC)cc2)n1C)c1ccccc1,1.1,3,0.97,-13,1,-3,-4,-2.2,1
COc1ccc(N2C(=O)C3CCCN3C2c2cccs2)cc1 (stereo unspecified),1,-8,1.1,-4,0,-4,-11,-2.9,-4
COc1ccc(CC(O)COS(N)(=O)=O)cc1 (stereo unspecified),0.88,-7,1.1,12,1,-1,-15,-0.8,1
CN(CC(=O)Nc1ccc(Cl)c(C(F)(F)F)c1)C(=O)c1cn2ccccc2n1,0.96,-3,1,4,-3,-7,6,-0.2,31
COc1ccc(Cc2nc3ccc(C(=O)N(C)CCO)cc3o2)cc1,1.3,6,0.94,-31,-2,-1,-5,-0.1,3
O=C(NCC1(N2CCOCC2)CCCCC1)c1ccc(S(=O)(=O)Nc2ccccc2F)cc1,1.1,4,0.96,-13,-8,2,-8,-0.3,-3

Screens from PubChem BioAssay.
